GCN5L2 inh: qHTS Assay for Inhibitors of GCN5L2; Histone acetyltransferase KAT2A (Homo sapiens), Q92830; GCN5L2 HAT assay, ThioGlo1 CoA-SH fluorescence; Potency, µM (titrated, usually from 58.9 µM), for the others: at the highest dose activity change, negative = inhibition, hits mostly inhibitors; 0.21% of 390,000 active
Target sequence (Q92830 whole entry, looked up): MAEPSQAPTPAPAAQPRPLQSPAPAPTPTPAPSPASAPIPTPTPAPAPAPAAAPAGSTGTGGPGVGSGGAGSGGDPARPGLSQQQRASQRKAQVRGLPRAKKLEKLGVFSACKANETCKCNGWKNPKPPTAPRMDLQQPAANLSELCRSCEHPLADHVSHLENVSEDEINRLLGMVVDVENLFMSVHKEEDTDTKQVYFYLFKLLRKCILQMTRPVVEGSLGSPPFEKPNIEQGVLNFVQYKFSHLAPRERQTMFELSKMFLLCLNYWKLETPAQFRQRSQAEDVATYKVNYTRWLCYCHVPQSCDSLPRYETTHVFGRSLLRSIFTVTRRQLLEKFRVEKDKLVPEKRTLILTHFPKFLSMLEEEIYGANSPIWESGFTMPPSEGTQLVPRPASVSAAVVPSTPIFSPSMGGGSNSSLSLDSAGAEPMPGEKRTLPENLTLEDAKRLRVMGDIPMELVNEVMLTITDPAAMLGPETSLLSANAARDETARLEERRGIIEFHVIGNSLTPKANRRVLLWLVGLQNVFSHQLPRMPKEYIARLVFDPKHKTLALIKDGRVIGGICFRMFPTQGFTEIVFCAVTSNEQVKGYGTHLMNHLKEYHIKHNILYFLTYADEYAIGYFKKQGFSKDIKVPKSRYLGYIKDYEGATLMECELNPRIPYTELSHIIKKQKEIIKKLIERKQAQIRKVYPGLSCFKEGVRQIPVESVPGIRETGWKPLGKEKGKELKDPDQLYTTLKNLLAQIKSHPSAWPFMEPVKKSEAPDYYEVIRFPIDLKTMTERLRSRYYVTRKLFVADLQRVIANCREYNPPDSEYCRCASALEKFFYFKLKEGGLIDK
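Titration-based screen in which CoA formation is detected via maleimide probe ThioGlo1 (50uM) turning fluorescent on thiol reaction; substrates H3(1-25) 75uM and acetyl-CoA 70uM, GCN5L2 20nM, 20 min incubation at room temperature.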
DT40 TDP1 no CPT: qHTS for Inhibitors of human tyrosyl-DNA phosphodiesterase 1 (TDP1): qHTS in cells in absence of CPT; Potency, µM (highest dose often 46.2 µM), for the others: top-dose activity change, negative = growth inhibition, usual class: inhibitors; AID 686978, 2013; DT40 Tdp1-/- hTDP1 cells, no CPT, ATP luminescence, 48 h; 15% of 420,000 active; also: nearly all actives have a fitted effect of over 55% in size
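Readout: luminescence from CellTiter-Glo after 30 min in the dark at RT. Cells: DT40 Tdp1-/- with stable hTDP1, 400/well. Exposure: compounds alone, ≥48 hr, 37 °C.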
DT40 TDP1 CPT: qHTS for Inhibitors of human tyrosyl-DNA phosphodiesterase 1 (TDP1): qHTS in cells in presence of CPT | chicken DT40 Tdp1-/-;hTDP1 cells + 20 nM CPT, ATP luminescence, 48 h | 12% of 420,000 active | Potency, µM (doses to about 46.2 µM), inactives show at the top dose activity change, negative = growth inhibition, hits mostly inhibitors; also: nearly all actives have a fitted effect of over 55% in size
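Cell growth measured by CellTiter-Glo luminescence after a minimum 48 h, 37 C compound exposure with 20 nM CPT in Tdp1-knockout DT40 cells stably expressing hTDP1, seeded 400/well; qHTS titration format.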
Numbers without * were called inactive; u = inconclusive; x = not tested or not shown. Calls follow the shape of the dose curve; as a rule, active = well fitted curve in the direction sought with a large enough effect; inconclusive = small, poorly fitted or top-dose-only effect, or another doubt; inactive = no such curve, though single readings can be large; an effect the other way counts as inactive or inconclusive. % is scaled to controls: 0 for no effect and ±100 for the full control effect; potency is read from the fitted curve at half-maximal effect.

Every second line gives: GCN5L2 inh, DT40 TDP1 no CPT, DT40 TDP1 CPT
1: Cc1ccc(S(=O)(=O)Cn2nnnc2C(C(C)C)N2CCN(C(=O)c3ccco3)CC2)cc1 (configuration not stated)
    x, -22%, -24%
2: COc1ccc(/C=C/C(=O)O/N=C(\N)c2cccnc2)cc1OC
    -13%, -11%, -5%
3: Cc1ccc(C(=O)CSc2nsc(C)c2C#N)cc1
    1%, -29%, u
4: COc1ccc(OC)c(N=Nc2c(O)c3ccccc3[nH]c2=O)c1
    x, 18µM*, 15µM*
5: Cc1ncc(S(=O)(=O)c2ccc(Cl)cc2)c(-c2ccccc2)n1
    -1%, -52%, 0%
6: O=C(c1cnc2nc3ccccc3n2c1)c1cc(F)ccc1O
    u, u, -8%
7: CN(CC(=O)Nc1ccc(F)cc1)C(=O)CN1C(=O)NC(CCc2ccccc2)C1=O (configuration not stated)
    x, 26µM*, 12µM*
8: COc1ccc(N2CCN(C(=O)c3noc4c3CCCCC4)CC2)cc1
    u, u, u
9: C=CCn1c(CNc2ccccc2)nnc1SCC(=O)N/N=C/c1ccccc1O
    -7%, u, u
10: NC(=O)c1cc(Cl)ccc1OCC(=O)N1CCCc2ccccc21
    2%, u, u
11: CCc1nc2c(OCc3ccc(Cl)cc3Cl)cccn2c1N(C=O)Cc1ccc(OC)cc1
    x, 23µM*, u
12: O=C(NCCCN1C(=O)c2ccccc2C1=O)OCc1ccccc1
    x, -7%, 5%
13: Cn1c(N)c(C(=O)COC(=O)CSc2ccc(Cl)cc2)c(=O)n(C)c1=O
    0%, -1%, -9%
14: O=C(CCC1N=C2c3ccccc3N=C(SCc3ccccc3Cl)N2C1=O)NCc1cccs1 (configuration not stated)
    -17%, 21µM*, u
15: O=C(NNC(=O)c1cc2ccccc2cc1O)Nc1ccc(F)cc1F
    -13%, u, 5%
16: Cc1ccc2c(COC(=O)c3ccccc3Br)cc(=O)oc2c1
    0%, -27%, -9%
17: CCCn1c(COc2ccccc2)nc2ccccc21
    -4%, u, u
18: COc1ccccc1Nc1nc(Cl)c(C=O)s1
    -17%, u, u
19: O=C(Nc1cccc2ncccc12)c1cc([N+](=O)[O-])ccc1Cl
    -15%, u, u
20: Cc1cccn2c(=O)c(/C=N/O)c(N3CCCCC3)nc12
    -15%, -20%, u
21: O=C(NCc1ccccc1Cl)C1CCN(S(=O)(=O)N2CCOCC2)CC1
    0%, -4%, -14%
22: Cc1ccc(N2C(=O)N(CC(=O)Nc3ccc(F)c(F)c3)C(=O)C2C)cc1 (configuration not stated)
    -6%, -12%, u
23: CCC1CCc2sc(C(=O)NCC(c3ccccc3OC)N3CCCC3)cc2C1 (configuration not stated)
    5%, 21µM*, 16µM*
24: CCOC(=O)c1ccc(NC(=O)CNC(=O)C23CC4CC(CC(C4)C2)C3)cc1
    -4%, -29%, u
25: C=CCCN(Cc1ccccc1)S(=O)(=O)c1cc(Br)ccc1Br
    0%, 15µM*, u
26: CN(Cc1ccccc1)C(=O)Cn1c(=O)oc2cc(S(=O)(=O)N3CCCC3)ccc21
    -12%, -22%, -18%
27: Cc1ccc2[nH]c(=O)c(CN(Cc3cccs3)C(=S)NCC3CCCO3)cc2c1 (configuration not stated)
    4%, 13µM*, u
28: CCN(C(=S)Nc1cccnc1)c1ccccc1
    24%, 0%, 7%
29: CCOc1ccc(NC(=O)CS(=O)CC(=O)N(CC(=O)NC(C)(C)C)C2CCCC2)cc1 (configuration not stated)
    -7%, -11%, 6%
30: Cc1c(C2=CCN(S(=O)(=O)c3cccc(Cl)c3)CC2)c2ccccc2n1CC(=O)N1CCCC1
    -1%, u, u
31: COc1ccc2[nH]c(C)c(CCNC(=S)Nc3ccccc3C)c2c1
    2%, u, 18µM*
32: O=[N+]([O-])c1cccc(/C=C2\CCc3cnn(C4CCS(=O)(=O)C4)c32)c1 (configuration not stated)
    x, u, u
33: Cc1ccc(C)c(S(=O)(=O)N(C)C2(C)CCS(=O)(=O)C2)c1 (configuration not stated)
    -2%, -17%, -17%
34: O=C(CCNC(=O)c1ccccc1Cl)Nc1ccccc1N1CCCC1
    -19%, 2%, -9%
35: O=C(COC(=O)CCc1nc2ccccc2c(=O)[nH]1)Nc1ccccc1
    1%, -1%, 0%
36: CCOC(=O)CCCNC(=O)CSc1nc2ccc(OCC)cc2[nH]1
    -15%, 8%, 7%
37: CN1CC(=O)N(CC(=O)Nc2ccc(Cl)c(C(F)(F)F)c2)c2ccccc2C1=O
    -4%, u, u
38: Cc1ccc(NC(=O)C(=O)NCCCN2CCOCC2)c(C)c1
    16%, -1%, -12%
39: Nc1nc2c(ncn2[C@@H]2O[C@H](CNCc3ccc4ncccc4c3)[C@@H](O)[C@H]2O)c(=O)[nH]1
    x, -3%, 6%
40: CCc1cccc(C)c1NC(=O)CCn1c(=O)c2cccn2c2ccccc21
    -15%, 23µM*, u
41: O=C(O)Cn1nnnc1SCC(=O)Nc1ccc(F)cc1F
    -5%, 16%, -4%
42: O=C(COC(=O)CCC(=O)c1ccc(F)cc1)Nc1cccc(S(=O)(=O)N2CCOCC2)c1
    -10%, 1%, -19%
43: CCc1ccc(C(=O)NNC(=O)c2c(CC)noc2C)cc1
    2%, -19%, -6%
44: N#Cc1nc(-c2cccs2)oc1N1CCN(c2ccccc2)CC1
    -10%, -3%, -24%
45: COc1ccc(NC(=O)CCN2CCC(C)CC2)cc1
    -2%, 5%, -5%
46: Cc1ccc(C)c(C(O)c2ncc(-c3ccc(Cl)cc3)[nH]2)c1 (configuration not stated)
    x, u, u
47: Cc1cc(C)nc(N2N=C(C(C)(C)C)CC2=O)n1
    -4%, -1%, -14%
48: COc1ccc(CNC(=O)c2c(O)nc3cc(C)ccn3c2=O)cc1
    0%, -16%, 5%
49: COc1ccc(NC(=O)CN(C)C(=O)Cc2n[nH]c(=O)c3ccccc23)cc1
    3%, -10%, 9.2µM*
50: Cc1ccc(C2NC(=O)c3n[nH]c(-c4cccs4)c32)cc1 (configuration not stated)
    -2%, 18µM*, u
51: CC(C)(C)OC(=O)C[C@@H]1C/C=C\C[C@@H](CC(=O)NCCO)C(=O)N2CCC[C@H]2COC1=O
    2%, -3%, -2%
52: CCCn1nc2cc(C(=O)NCc3ccc(OC(F)(F)F)cc3)ccc2c1OCC
    2%, -8%, u
53: CSc1ccc(S(=O)(=O)NCC(=O)OCC(=O)N2CCCC2=O)cc1[N+](=O)[O-]
    -3%, u, u
54: CC(=N\NC(=O)c1ccccc1)/C(=N/O)C(=O)Nc1ccccc1
    -1%, -8%, -14%
55: COc1ccc(C)cc1NC(=O)COC(=O)c1ccc(OCc2ccc(Cl)cc2Cl)c(OC)c1
    -1%, 16µM*, 18µM*
56: CCN1CCN(Cc2c3ccccc3cc3ccccc23)CC1
    -4%, u, u
57: COc1ccc(CN2C(=O)c3ccccc3C2c2nnnn2C(C)C)cc1OC (configuration not stated)
    x, -24%, 3%
58: Cc1ccc(C(=O)Nc2nc(N)n(-c3ccccc3)n2)cc1
    -1%, -12%, -4%
59: Cc1ccc(N(C(=O)c2snc(C(N)=O)c2N)C(C(=O)NC2CCCC2)c2ccco2)cc1 (configuration not stated)
    -8%, u, u
60: COc1ccc(S(=O)(=O)c2cnc3ccc(Cl)cc3c2N2CCCCC2C)cc1 (configuration not stated)
    -11%, 23µM*, 16µM*

Additional compounds follow:
Every second line gives: GCN5L2 inh, DT40 TDP1 no CPT, DT40 TDP1 CPT
61: CC(C)c1ccccc1NC(=O)C1C2C=CC(C2)C1C(=O)O (configuration not stated)
    0%, -13%, -12%
62: CC(=O)NNC(=O)CCC(=O)Nc1ccccc1
    -22%, -5%, -2%
63: COC(=O)C1CN(C(=O)C(C)Oc2ccc(C)c(C)c2)c2ccccc2O1 (configuration not stated)
    -8%, -21%, 2%
64: COc1cc(OC)cc(C(=O)NCCN2CCOCC2)c1
    -1%, -6%, u
65: O=C(CCn1c(=S)[nH]c2ccccc2c1=O)NCCc1ccc(Cl)cc1
    -18%, u, -12%
66: O=S(=O)(NC1=NCCCCCC1)c1cccs1
    1%, 5%, 0%
67: O=C(COc1ccc(Cl)cc1)Nc1ccc2oc(-c3ccncc3)nc2c1
    -3%, -12%, -8%
68: O=S(=O)(c1ccccc1)N1N=C(c2cccs2)CC1c1cccc(O)c1 (configuration not stated)
    -12%, 16µM*, u
69: CN(C)CCCNc1cc(N2CCN(C3CCCCC3)CC2)c2noc3c2c1C(=O)c1ccccc1-3
    -2%, 21µM*, 23µM*
70: CC1CC(C)CN(C(=O)c2ccc(S(=O)(=O)N3CCCC3)cc2)C1 (configuration not stated)
    0%, -26%, -23%
71: NC(=S)N/N=C/C=C/c1ccccc1
    -4%, 5.8µM*, 5.8µM*
72: O=C(/C=C/c1ccccc1)N1CCC(Cc2ccccc2)CC1
    u, u, u
73: O=C(NC1CCCc2ccccc21)c1ccccc1Br (configuration not stated)
    -1%, -13%, -1%
74: CCOc1ccc(NC(=O)C(C)Sc2nccn2C)cc1 (configuration not stated)
    1%, 2%, 14%
75: CC1(C)CC(=O)c2sc(NC(=O)CCS(=O)(=O)c3ccccc3)nc2C1
    1%, 5.8µM*, 3.3µM*
76: CC1=C(C(=O)Nc2ccc(F)cc2)C(c2ccc(N(C)C)cc2)NC(=O)N1 (configuration not stated)
    12%, -13%, 2%
77: C=CCN1C(=O)CN=C1Nc1ccc(F)cc1
    -9%, 7%, -1%
78: COC(=O)c1cn(NC(=O)c2cc(OC)cc(OC)c2)c(=O)c2ccccc12
    -5%, -24%, -10%
79: COc1ccc(-n2c(CC3C(=O)Nc4ccc(C)cc43)nc3ccccc3c2=O)cc1 (configuration not stated)
    -2%, u, u
80: C=C1C=C(C)n2ncc(C(=O)Nc3ccccc3O)c2N1
    x, u, -15%
81: COc1cc2c(cc1OC)C(C)N(C(=O)Cn1ncc3c1-c1ccccc1OC3)CC2 (configuration not stated)
    3%, u, u
82: CCCCC[n+]1ccn(C2=C([O-])c3ccccc3C(=O)/C2=N\S(=O)(=O)c2ccc(Br)cc2)c1
    -16%, u, 10µM*
83: CN(C)S(=O)(=O)c1cccc(NC(=O)CCc2c[nH]c3ccccc23)c1
    -8%, u, u
84: CS(=O)(=O)N1CCN(c2ccc(C(=O)NC3C4CC5CC(C4)CC3C5)cc2[N+](=O)[O-])CC1 (configuration not stated)
    2%, 23µM*, u
85: O=C(CN1C(=O)CSC1=O)Nc1ccc2c(c1)OCCO2
    -7%, 3%, -3%
86: COc1ccc(-c2noc(-c3csc([C@@H]4O[C@H](CO)[C@H](O)[C@H](O)[C@H]4O)n3)n2)cc1OC
    x, 14%, -5%
87: Cc1onc(-c2c(F)cccc2Cl)c1C(=O)NC(=S)NCc1cccnc1
    -1%, -27%, -12%
88: O=[N+]([O-])c1cc(-c2nc(-c3ccccc3)no2)ccc1NCc1ccco1
    -12%, -21%, u
89: COc1ccc([C@H]2C[C@@H](O)[C@H](n3cc(C4CC4)nn3)CN2Cc2cccs2)cc1
    x, u, -8%
90: c1ccc(CN2C3=NCCN3c3ccccc32)cc1
    -4%, -9%, 4%
91: COc1ccc(NC(=O)N2CC(C)OC(C)C2)cc1OC (configuration not stated)
    -6%, -3%, -2%
92: Clc1ccc(SCCN2CCNCC2)cc1
    -19%, 18µM*, u
93: CSc1nc(Nc2cccc(C)c2)c(C#N)c(-c2ccccc2)n1
    -3%, u, u

A second format for 12 compounds above:
No.	Structure	GCN5L2 inh	DT40 TDP1 no CPT	DT40 TDP1 CPT
79	COc1ccc(-n2c(CC3C(=O)Nc4ccc(C)cc43)nc3ccccc3c2=O)cc1 (configuration not stated)	-2%	u	u
80	C=C1C=C(C)n2ncc(C(=O)Nc3ccccc3O)c2N1	x	u	-15%
81	COc1cc2c(cc1OC)C(C)N(C(=O)Cn1ncc3c1-c1ccccc1OC3)CC2 (configuration not stated)	3%	u	u
82	CCCCC[n+]1ccn(C2=C([O-])c3ccccc3C(=O)/C2=N\S(=O)(=O)c2ccc(Br)cc2)c1	-16%	u	10µM*
83	CN(C)S(=O)(=O)c1cccc(NC(=O)CCc2c[nH]c3ccccc23)c1	-8%	u	u
84	CS(=O)(=O)N1CCN(c2ccc(C(=O)NC3C4CC5CC(C4)CC3C5)cc2[N+](=O)[O-])CC1 (configuration not stated)	2%	23µM*	u
85	O=C(CN1C(=O)CSC1=O)Nc1ccc2c(c1)OCCO2	-7%	3%	-3%
86	COc1ccc(-c2noc(-c3csc([C@@H]4O[C@H](CO)[C@H](O)[C@H](O)[C@H]4O)n3)n2)cc1OC	x	14%	-5%
87	Cc1onc(-c2c(F)cccc2Cl)c1C(=O)NC(=S)NCc1cccnc1	-1%	-27%	-12%
88	O=[N+]([O-])c1cc(-c2nc(-c3ccccc3)no2)ccc1NCc1ccco1	-12%	-21%	u
89	COc1ccc([C@H]2C[C@@H](O)[C@H](n3cc(C4CC4)nn3)CN2Cc2cccs2)cc1	x	u	-8%
90	c1ccc(CN2C3=NCCN3c3ccccc32)cc1	-4%	-9%	4%
